POLB inh – DNA polymerase beta (human) inhibition; P06746; Pol beta primer extension/strand displacement, fluorescence kinetic; Potency, µM (series often up to 114 µM), without a hit: at the highest dose activity change, negative = inhibition, most hits filed as inhibitors; 340,000 tested, 1.3% active; AID 485314; also: % is scaled to controls: 0 for no effect and ±100 for the full control effect
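Human Pol beta at 10 nM; strand-displacement substrate 50 nM final. Compound exposure 15 min at room temperature before start, reaction 10 min at room temperature.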
BAZ2B block – BAZ2B (human) inhibition | AID 504333 | Q9UIF8 | AlphaScreen BAZ2B-H3K14Ac peptide displacement | 360,000 tested, 4.4% active | Potency, µM (doses to about 114 µM), for the others: at the top dose activity change, negative = inhibition, actives largely listed as inhibitors; also: % is scaled to controls: 0 for no effect and ±100 for the full control effect; nearly all actives have a fitted effect of over 60% in size
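AlphaScreen luminescence quantifies BAZ2B engagement of H3K14Ac peptide; the protein and biotinylated peptide are both at 50 nM final, buffer PBS pH 7.4 with 0.01% Tween-20, all steps at room temperature.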
APEX1 inh – blocks human APE1 abasic DNA cleavage; P27695; recombinant APE1, TAMRA/BHQ-2 abasic DNA cleavage fluorescence; 350,000 tested, 0.35% active; Potency, µM (top dose mostly 65.8 µM), inactives show at the highest dose activity change, negative = inhibition, usual class: inhibitors; AID 2517;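 also: plate controls were vehicle for no effect and reference inhibitor for full effect; nearly all actives have a fitted effect of over 55% in size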
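Enzyme (0.75 nM final) and test compound are incubated 15 min at room temperature before adding 50 nM quenched THF abasic-site duplex. Cleavage dequenches TAMRA, followed at 525/598 nm over three reads one minute apart.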
G9a block – G9a (human) methyltransferase inhibition; AID 504332; G9a H3K9 monomethylation, AlphaScreen, 2 h; 350,000 tested, 8.8% active; Potency, µM (doses to about 102 µM), inactives show top-dose activity, negative = inhibition, usual class: inhibitors; also: % is scaled to controls: 0 for no effect and ±100 for the full control effect; nearly all actives have a fitted effect of over 75% in size
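Signal arises when biotinylated H3K9 peptide, once monomethylated, bridges streptavidin donor and antibody-captured acceptor beads. Enzyme at 20 nM was preincubated 15 min with test compounds; peptide 500 nM and SAM 20 uM then reacted for 2 h.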
Pol kappa inh – DNA polymerase kappa (human) inhibition; AID 588579; Q9UBT6; purified Pol kappa, fluorescent DNA synthesis assay, 10 min; 400,000 tested, 0.53% active; Potency, µM (titrated, usually from 107 µM), for inactives: top-dose activity, negative = inhibition, actives largely listed as inhibitors; also: % is scaled to controls: 0 for no effect and ±100 for the full control effect
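10 nM Pol kappa preincubated 15 min at room temperature with compounds, then reaction started with substrate at 50 nM final. Fluorescence read kinetically at 0 and 10 min; buffer-only wells served as negative control.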
Pol iota inh – inhibitors of human DNA polymerase iota | Q9UNA4 | Pol iota fluorescent replication assay, 10 min | Potency, µM (top dose mostly 115 µM), for the others: top-dose activity, negative = inhibition, hits mostly inhibitors | 390,000 tested, 1% active
Target sequence (Q9UNA4 whole entry, looked up): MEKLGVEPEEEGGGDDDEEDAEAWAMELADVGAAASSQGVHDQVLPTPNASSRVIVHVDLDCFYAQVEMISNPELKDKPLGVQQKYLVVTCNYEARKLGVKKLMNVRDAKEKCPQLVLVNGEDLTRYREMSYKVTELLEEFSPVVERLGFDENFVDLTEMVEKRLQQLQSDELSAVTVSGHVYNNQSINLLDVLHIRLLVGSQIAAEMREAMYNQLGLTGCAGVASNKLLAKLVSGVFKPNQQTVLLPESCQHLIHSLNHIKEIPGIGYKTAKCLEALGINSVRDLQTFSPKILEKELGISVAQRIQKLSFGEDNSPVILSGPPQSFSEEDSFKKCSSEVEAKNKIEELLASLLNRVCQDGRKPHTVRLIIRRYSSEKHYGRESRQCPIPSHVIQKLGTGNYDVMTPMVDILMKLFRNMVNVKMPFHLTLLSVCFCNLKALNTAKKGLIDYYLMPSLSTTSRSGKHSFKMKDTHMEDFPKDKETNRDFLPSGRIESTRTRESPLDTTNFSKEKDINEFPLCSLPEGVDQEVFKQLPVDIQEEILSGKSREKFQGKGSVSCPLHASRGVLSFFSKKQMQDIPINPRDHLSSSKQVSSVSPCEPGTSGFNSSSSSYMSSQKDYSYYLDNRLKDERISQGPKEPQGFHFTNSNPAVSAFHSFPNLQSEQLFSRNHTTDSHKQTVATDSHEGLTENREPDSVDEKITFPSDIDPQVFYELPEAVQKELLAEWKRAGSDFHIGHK
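Fluorescent replication assay read twice, at 0 min and 10 min after adding 50 nM (final) substrate. Enzyme (10 nM) and compounds were first incubated 15 min at room temperature; enzyme-free buffer wells were negative controls.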
Apoferritin bind – binds horse apoferritin like a general anesthetic; Potency, µM (doses to about 77.5 µM), inactives show at the top dose activity change, negative = displacement, actives largely listed as inhibitors; apoferritin/1-aminoanthracene competitive binding, fluorescence; 350,000 tested, 0.074% active; P02791; AID 485281; also: % is scaled to controls: 0 for no effect and ±100 for the full control effect; nearly all actives have a fitted effect of over 20% in size
Target sequence (P02791 2-175 limits assumed): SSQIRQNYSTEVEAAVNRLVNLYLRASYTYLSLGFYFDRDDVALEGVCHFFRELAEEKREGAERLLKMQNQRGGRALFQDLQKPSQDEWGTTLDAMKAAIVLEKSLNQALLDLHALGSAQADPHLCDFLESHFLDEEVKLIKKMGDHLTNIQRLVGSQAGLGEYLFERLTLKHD
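Apoferritin-based anesthetic binding model; compound displacement of fluorescent 1-AMA measured as endpoint fluorescence after 10 minutes at room temperature, scaled to free-ligand and complex controls.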
BLM inh – Bloom syndrome helicase (human) inhibition; 350,000 tested, 0.2% active; recombinant BLM DNA unwinding, fluorescence dequenching; Potency, µM (titrated, usually from 56.1 µM), inactives show top-dose activity change, negative = inhibition, hits mostly inhibitors;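 also: plate controls were vehicle for no effect and no enzyme for full effect; nearly all actives have a fitted effect of over 35% in size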
Pol eta inh – inhibitors of human DNA polymerase eta; Q9Y253; recombinant Pol eta, fluorescent DNA replication assay; Potency, µM (series often up to 114 µM), inactives show top-dose activity change, negative = inhibition, hits mostly inhibitors; 390,000 tested, 1.2% active; also: % is scaled to controls: 0 for no effect and ±100 for the full control effect
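Pol eta (10 nM) was preincubated with compounds for 15 min at room temperature, after which fluorescent replication substrate (50 nM final) was added to start the reaction. Fluorescence was read kinetically at 0 and 10 min.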
The depositor's hits bear a star; ? = inconclusive; . = no result given; & = joins results of further samples; [ ] = remark or other dose. Calls follow the shape of the dose curve; as a rule, active = well fitted curve in the direction sought with a large enough effect; inconclusive = small, poorly fitted or top-dose-only effect, or another doubt; inactive = no such curve, though single readings can be large; an effect the other way counts as inactive or inconclusive. Potency is read from the fitted curve at half-maximal effect. Some of the compounds tested (hit frequency here may not be typical).

POLB inh	BAZ2B block	APEX1 inh	G9a block	Pol kappa inh	Pol iota inh	Apoferritin bind	BLM inh	Pol eta inh	compound
?	-28%	-1%	7%[12.7 µM]	-21%	?	?	-17%	-19%	CC(C)C[C@H](NC(=O)c1nc[nH]c1C(=O)NC(c1ccccc1)c1ccccc1)C(=O)OC(C)(C)C
.	?	?	9%[2.33 µM]	-16%	?	.	.	?	C#CCOCCOCCOCCNc1nc(N2CCN(C(=O)CCCCCCCCCCNC(=O)[C@H](CO)n3cc(CCCSC)nn3)CC2)nc(N2CCN(C(=O)CCCCCCCCCCNC(=O)[C@H](CCCN=C(N)N)n3cc(C[C@@H](C)CC)nn3)CC2)n1
-13%	-4%	3%	7%	-4%	13%	2%	0%	-9%	Cc1cccc(NC(=O)N[C@@H](C)C(=O)O)c1
0%	0%	0%	5%	-21%	174%[activator]	-8%	-10%	0%	COc1ccc([N+](=O)[O-])cc1/C=N/NC(=O)c1nonc1N
11%	3%	.	4%[59 µM]	1%	2%	-17%	-5%	-8%	CCOc1ccc(CNC(=O)CCS(=O)(=O)c2cc3c(cc2Cl)NC(=O)CO3)cc1OC
-1%	-7%	.	-11%[59 µM]	-16%	19%	0%	-1%	-7%	Cc1cc(NS(=O)(=O)c2ccc(NC(=O)COc3ccc(Br)cc3C)cc2)no1
-10%	-2%	-12%	10%	-6%	23%	1%	-3%	-1%	Cc1ccc2c(c1)N(CC(=O)N1CCOCC1)C(=O)CO2
5%	46%[activator]	.	28%[59 µM]	-9%[60.1 µM]	17%	-2%	0%	-23%	COc1cccc(Oc2nc(C)nc3c2oc2ccccc23)c1
?	-2%	3%	23%	3%	-18%	-21%	0%	-12%	CCOC(=O)CN(C(=O)CSc1nnc(CNc2ccc(F)cc2)o1)c1ccccc1
?	?	-8%	-26%	-3%	-15%	-10%	-2%	-10%	COc1ccc(CCN2C(=O)CC(C(N)=O)SC2=Nc2ccccc2)cc1OC (stereo not drawn)
-14%	-10%	-2%	-5%[59 µM]	4%	9%	-19%	6%	-14%	Cc1ccc(OC(=O)CCC(=O)NC(C)c2ccccc2)cc1 (stereo not drawn)
18%	-9%	-1%	?	-3%	?	-9%	-3%	4%	Cc1ccc(S(=O)(=O)NC(=O)c2cc(C)n(CCCN3CCOCC3)c2C)cc1
7%	5%	2%	?	-3%	4%	1%	-10%	-9%	COc1cc(-c2nc(S(=O)(=O)c3ccc(Cl)cc3)c(N(C)C)o2)cc(OC)c1OC
3%	-13%[57.1 µM]	24%	-7%	-5%	64%[activator]	-6%	3%	-14%	Cc1cccc(C(=O)N2CCCC(N3CCN(c4ccccc4)CC3)C2)n1 (stereo not drawn)
-2%	32µM*	-2%	?	1%	22%	?	-9%	-8%	COc1ccc(C(=O)/C(=C/O)N=Nc2ccc(F)cc2)cc1
?	4%	20%	?	-6%	10%	-21%	-5%	-13%	Cc1ccc(C#N)c(SCc2ccccc2[N+](=O)[O-])n1
-2%	-1%	23%	-1%	9%	16%	-4%	0%	4%	COc1cccc(/C=N/N(C)C2=NS(=O)(=O)c3ccccc32)c1O
6%	-27%	33%	-51%	-9%	23%	-23%	-1%	-17%	CC(C)(C)c1ccc(C(=O)NC(=S)N2CCOCC2)cc1
12%	5%	3%	-3%[59 µM]	1%	2%	4%	2%	-8%	CC(C)[C@H](NC(=O)Nc1cccc(Br)c1)C(=O)O
7%	-1%	-1%	6%	6%	59%[activator]	2%	-2%	1%	COc1ccc(C(=O)NN2CCCCC2)cc1OC

2 of the compounds above, with two lines to a compound:
Every second line gives: POLB inh	BAZ2B block	APEX1 inh	G9a block	Pol kappa inh	Pol iota inh	Apoferritin bind	BLM inh	Pol eta inh
- Cc1ccc(OC(=O)CCC(=O)NC(C)c2ccccc2)cc1 (stereo not drawn)
→ -14%	-10%	-2%	-5%[59 µM]	4%	9%	-19%	6%	-14%
- Cc1ccc(S(=O)(=O)NC(=O)c2cc(C)n(CCCN3CCOCC3)c2C)cc1
→ 18%	-9%	-1%	?	-3%	?	-9%	-3%	4%

4 of the compounds above, with two lines to a compound.
Order of values – POLB inh, BAZ2B block, APEX1 inh, G9a block, Pol kappa inh, Pol iota inh, Apoferritin bind, BLM inh, Pol eta inh
> COc1cc(-c2nc(S(=O)(=O)c3ccc(Cl)cc3)c(N(C)C)o2)cc(OC)c1OC
    7%, 5%, 2%, ?, -3%, 4%, 1%, -10%, -9%
> Cc1cccc(C(=O)N2CCCC(N3CCN(c4ccccc4)CC3)C2)n1 (stereo not drawn)
    3%, -13%[57.1 µM], 24%, -7%, -5%, 64%[activator], -6%, 3%, -14%
> COc1ccc(C(=O)/C(=C/O)N=Nc2ccc(F)cc2)cc1
    -2%, 32µM*, -2%, ?, 1%, 22%, ?, -9%, -8%
> Cc1ccc(C#N)c(SCc2ccccc2[N+](=O)[O-])n1
    ?, 4%, 20%, ?, -6%, 10%, -21%, -5%, -13%

(listing goes on)
POLB inh	BAZ2B block	APEX1 inh	G9a block	Pol kappa inh	Pol iota inh	Apoferritin bind	BLM inh	Pol eta inh	compound
22%	6%	13%	4%[59 µM]	-3%	0%	-3%	-7%	-11%	COc1ccc(N2CCN(C(=O)CCCn3c(=S)[nH]c4cc5c(cc4c3=O)OCO5)CC2)cc1
.	-4%	-9%	0%[59 µM]	2%	23%	.	.	-8%	O=C(Nc1ccccc1N1CCOCC1)c1cccc(S(=O)(=O)Nc2ccccc2F)c1
-21%	4%	7%	12%	-14%	118%[activator]	-9%	-3%	3%	CS(=O)(=O)N(CC(=O)N1CCN(Cc2ccc3c(c2)OCO3)CC1)C1CCCCC1
14%	-4%	17%	22µM*	-8%	9%	?	-4%	5%	Cc1cc(NC(=O)CSc2ccc3nnc(-c4ccc(Cl)cc4)n3n2)no1
21%	2%	9%	9%	-3%	100%[activator]	?	-6%	1%	COC(=O)c1ccccc1NC(=O)CN1CCc2ccccc2C1
-10%	8%	.	1%[59 µM]	-19%[60.1 µM]	7%	-7%	2%	-10%	COc1ccc(NS(=O)(=O)c2cc(Br)cc3c2N(C(=O)C2CC2)CC3)cc1OC
29%	?	62%	-27%[12.7 µM]	0%	62%[activator]	-14%	-1%	-18%	COc1cccc(NC(=O)C2C3C=CC4(O3)C2C(=O)N(CCCN2CCCCC2)C4C(=O)NC2CCCCC2)c1 (stereo not drawn)
14µM*	?	-4%	10µM*	-20%	?	-7%	5%	18µM*	Cc1nn(-c2cccc(Cl)c2)c2nc(-c3ccco3)cc(C(=O)O)c12
2%	-5%	4%	17%[59 µM]	-4%	13%	-5%	-9%	-12%	Cc1ccn2cc(CCNC(=O)CC(C)(C)C)nc2c1
0%	-14%	-4%	-2%	2%	15%	-3%	-2%	-7%	CC(C)(C)NC(=O)C(c1ccncc1)N(CC1CCCO1)C(=O)Cn1nnc(-c2ccc(F)cc2)n1 (stereo not drawn)
14%	8%	16%	0%[2.33 µM]	0%	8%	-7%	1%	-14%	CCCCOc1ccc(C(=O)NCc2ccncc2)cc1
1%	2%	.	-49%[59 µM]	0%	-23%	-4%	-8%	-14%	COc1cc2ccccc2cc1C(=O)Nc1cccc(-c2nc3ccccc3o2)c1
-2%	?	.	?	79µM*	89µM*	-8%	-12%	-16%	COc1ccc(N(C(=O)c2ccc(OC)c(OC)c2)S(=O)(=O)c2ccc(Cl)cc2)cc1
38%	8%	18%	15%[59 µM]	10%	32%[activator]	-3%	-2%	-3%	CCCc1nc2oc3c(OC)ncnc3c2c2c1COC(C)(C)C2
-27%	-37%	22%	71µM*	2%	-19%	2%	1%	-19%	Cc1ccc(OCCn2ccnc2)c(C)c1
8%	1%	.	3%[59 µM]	12%	-15%	-13%	-3%	-17%	O=c1c2sccc2n(Cc2cc(=O)n3cc(Cl)ccc3n2)c(=O)n1-c1ccccc1
2%	-5%	7%	-12%	-2%	98%[activator]	-11%	-11%	-24%	CCN(Cc1ccccc1OC)CC1CCCN(CCc2cccc(OC)c2)C1 (stereo not drawn)
1%	9%	0%	-9%	5%	3%	-1%	1%	-10%	CC(=O)OC(C(=O)NCS(=O)(=O)c1ccc(C)cc1)c1cccnc1 (stereo not drawn)
.	.	-12%&-10%	209%[activator]	?	-3%	541%[activator][110 µM]	-13%[75.6 µM]	-13%	Cc1cccc(C2=NN(c3ccccc3)[C@H](CO)[C@H]2c2ccc(Cl)cc2)c1
.	11%	-7%	-4%	-12%	4%	.	.	3%	CC(=O)Nc1ccc(S(=O)(=O)NCCC(=O)NC2CCCCCC2)cc1
5%	-5%	43%	?	-2%	18%	-3%	1%	-17%	COc1ccc(N2CC(C(=O)N[C@@H](CC(C)C)C(=O)NC3CCCC3)CC2=O)cc1 (stereo partly drawn)
-2%	13%	-1%	19%[59 µM]	-7%	3%	79%[activator]	-13%	-17%	CC[C@@H](C(=O)n1nc(C)cc1C)[C@H](NS(=O)(=O)c1ccc(C)cc1)c1ccccc1
1%	2%	1%	33%[59 µM]	-4%	13%	-11%	0%	-7%	Cc1ccccc1C(=O)c1c[nH]c(C(=O)NCCCn2ccnc2)c1
46%	6%	1%	11%[59 µM]	-1%	170%[activator]	3%	5%	-15%	CCCCNC(=O)NNC(=O)COc1cccc(C)c1C
?	-1%	.	11%[59 µM]	-20%	16%	-17%	-6%	-7%	Cc1cc(Nc2ccccc2F)n2nc(Cc3ccc(Cl)cc3)nc2n1
16%	?	-1%	6%	2%	6%	-13%	-3%	-16%	CCN(CC)c1ccc(N2C(=O)/C(=C\c3cccnc3)SC2=S)cc1
7%	-10%	.	-14%[59 µM]	4%	-13%	-9%	0%	-9%	Cc1c(-c2nsc(NC(=O)c3cccs3)n2)nnn1-c1ccc(F)cc1
2%	?	2%	-4%	-22%	?	-19%	-12%	?	COCCCn1c(SCc2nnc(-c3ccccc3)o2)nc2sc3c(c2c1=O)CCC3
-2%	10%	1%	6%[12.7 µM]	-2%	6%	7%	5%	3%	O=C(O)C1CC(=O)N(c2ccc(Br)cc2)C1 (stereo not drawn)
1%	2%	.	1%[59 µM]	-17%[60.1 µM]	-16%	-1%	-7%	-2%	COc1ccc(F)cc1S(=O)(=O)NCCc1csc(-c2ccc(Cl)cc2)n1
59%	-11%	-3%	?	-5%	15%	-13%	1%	-8%	COCCn1nnnc1C(c1cccs1)N1CCN(c2ccccc2)CC1 (stereo not drawn)
1%	-8%	3%	?	-17%	1%	?	-9%	5%	Cc1ccc(-n2nnnc2SCn2nnc3ccccc3c2=O)cc1

Bioassay records deposited in PubChem BioAssay by National Center for Advancing Translational Sciences (NCATS).
